# Nrf2 ARE act: activators of Nrf2 (ARE) signaling; Potency, µM (series often up to 46.1 µM), for inactives: at the highest dose activation, usual class: activators; actives 0.31% (n = 410,000); AID 624171; AREc32 ARE-luciferase reporter (MCF7-derived line), luminescence, 24 h; also: potency is read from the fitted curve at half-maximal effect; % of control where 0% means no effect; nearly all actives have a fitted effect of over 65% in size
#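 AREc32 cells carrying an ARE-driven firefly luciferase, 1000 cells/well in OPTI-MEM with 5% FBS, dosed after overnight attachment and incubated 24 hr at 37 deg C. Steady-Glo luminescence read after 30 min at RT.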
# TGFb SMAD3 inh: inhibitors of TGF-b signaling; HepG2 CAGA-GFP TGF-b/SMAD3 reporter, GFP fluorescence, 18 h; TGF-beta stimulated, 500 pg/mL final; Potency, µM (series often up to 46.1 µM), for the others: at the highest dose activity, negative = inhibition, usual class: inhibitors; actives 1.2% (n = 410,000); also: potency is read from the fitted curve at half-maximal effect; % is scaled to controls: 0 for no effect and ±100 for the full control effect; nearly all actives have a fitted effect of over 65% in size
#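 TGF-beta reporter screen: HEPG2 CAGA-GFP, 1% FBS, 500 pg/mL TGF-beta final, 18 h; per-cell GFP summed per well; curves fitted and categorized by class.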
# IL1B secr inh: inhibitors of inflammasome signaling (IL-1 beta secretion); THP-1 LPS/ATP IL-1B secretion, AlphaLISA, 16 h; active compounds read low; activity change, % at 57.5 µM; actives 4.7% (n = 360,000); AID 743279; in the data active = activity change below about -50%; inconclusive = mostly about -30% to -49%; also: % is scaled to controls: 0 for no effect and ±100 for the full control effect
#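 THP-1 cells pretreated 1 hr with compounds (up to 57.5 uM final), then stimulated with LPS (250 ng/mL final) plus ATP (1.25 mM final); secreted IL-1B measured by AlphaLISA after 16 hr, decreased signal indicating inhibition.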
# HepG2 viability: kills HepG2 cells in TGF-b inhibitor counter-screen. HepG2 CAGA-GFP viability, ATP luminescence, 18 h. Potency, µM (doses to about 46.1 µM), for the others: at the top dose activity change, negative = cytotoxicity, usual class: cytotoxic. actives 0.76% (n = 410,000). AID 588856; also: potency is read from the fitted curve at half-maximal effect; some results filed as inactive show a strong effect at the top dose
#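 HepG2 CAGA-GFP cells (1000/well, DMEM with 1% FBS) received compound, then TGF-beta at 500 pg/mL final, and were incubated 18 hours at 37 degrees C. Viability was read by CellTiter-Glo luminescence. Media-only wells were set as complete cell-killing and DMSO as no toxicity.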
# A549 viability: A549 cytotoxicity, counter-screen for Nrf2 inhibitors. A549 ARE-Fluc cells, CellTiter-Fluor viability, 18-24 h. Potency, µM (highest dose often 46 µM), inactives show at the highest dose activity change, negative = cytotoxicity, usual class: inhibitors. actives 0.16% (n = 390,000); also: potency is read from the fitted curve at half-maximal effect; % is scaled to controls: 0 for no effect and ±100 for the full control effect
#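 A549 ARE-Fluc cells in 5% FBS OPTI-MEM, 5000 cells/well, rested 2 h then exposed to compounds in concentration-response for 18-24 h at 37 °C. Viability by CellTiter-Fluor fluorescence (Ex 405/Em 525) after 30 min; luciferase luminescence (BugLite, 15 min, RT) read afterwards.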
# S2 tox: viability counter-screen for ATXN expression inhibitors | S2 cells (HEK-293 line with an ATXN2-luciferase reporter) viability, CellTiter-Fluor protease fluorescence, 24 h | Potency, µM (titrated, usually from 56.7 µM), usual class: cytotoxic | actives 0.49% (n = 400,000) | AID 651635; also: potency is read from the fitted curve at half-maximal effect; nearly all actives have a fitted effect of over 40% in size
# Nrf2 block: blocks Nrf2 signaling. A549 ARE-Fluc reporter, luciferase luminescence, 18-24 h. Potency, µM (top dose mostly 46 µM), inactives show at the highest dose activity change, negative = inhibition, most hits filed as inhibitors. actives 2.1% (n = 360,000). AID 504444; also: potency is read from the fitted curve at half-maximal effect; % is scaled to controls: 0 for no effect and ±100 for the full control effect; nearly all actives have a fitted effect of over 60% in size
#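 Nrf2 function is reported as luminescence of an ARE-controlled luciferase in A549 cells. Compounds were tested at several concentrations, and a CellTiter-Fluor read on the same wells flagged cytotoxicity.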
# MCF10A rerep: induces DNA re-replication in MCF 10a normal breast cells | Potency, µM (doses to about 46.1 µM), for the others: at the top dose activity, positive = re-replication, most hits filed as activators | MCF 10A DNA re-replication, Hoechst nuclear intensity, 48 h | AID 624296 | actives 2.9% (n = 350,000); also: potency is read from the fitted curve at half-maximal effect; % of control where 0% means no effect; nearly all actives have a fitted effect of over 50% in size
# ATXN2 expr inh: inhibitors of ATXN2 expression; actives 0.72% (n = 360,000); Potency, µM (doses to about 57 µM), inactives show top-dose activity change, negative = inhibition, usual class: inhibitors; HEK-293 ATXN2-luciferase reporter, luminescence, 24 h; also: potency is read from the fitted curve at half-maximal effect; % is scaled to controls: 0 for no effect and ±100 for the full control effect; nearly all actives have a fitted effect of over 55% in size
#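 ATXN2-luciferase reporter cells (luciferase flanked by upstream and downstream ATXN2 gene portions) were treated 24 h at 37 °C with compounds at up to 57 uM. SteadyGlo luminescence gave expression; GF-AFC fluorescence gave viability.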
# * hit, by the source's call; i = inactive; u = inconclusive; x = not tested or not shown; [ ] = dose if it differs, or a comment. Unless noted, calls follow the shape of the dose curve; as a rule, active = well fitted curve in the direction sought with a large enough effect; inconclusive = small, poorly fitted or top-dose-only effect, or another doubt; inactive = no such curve, though single readings can be large; an effect the other way counts as inactive or inconclusive.
no.	Molecule	S2 tox	TGFb SMAD3 inh	Nrf2 block	MCF10A rerep	ATXN2 expr inh
1	Cc1cc(C)n(-c2nnc3c4ccccc4n(C)c3n2)n1	i	-25%	u	-2%	4%
2	O=C1COc2ccc(S(=O)(=O)Nc3ccc4c(c3)OCO4)cc2N1	i	-10%	-13%	5%	10%
3	COc1cc(C2CC(=O)N(c3ccc(C)cc3)C(=O)C2)cc(OC)c1OC	u	26%	-6%	6.5µM*	-13%
4	COC(=O)[C@@]1(Cc2ccc(F)cc2)[C@H]2c3cc(C(=O)N4CCCC4)n(Cc4ccc(OC(F)(F)F)cc4)c3C[C@H]2CN1C(=O)c1ccccc1	u	x	x	x	-39%
5	Clc1ccc(Nc2nc(-c3ccccc3)c3cc(Cl)ccc3n2)cc1	x	20%	9%	x	x
6	CCCCCCOC(=O)C(C#N)c1nc2ccccc2nc1N1CCN(C)CC1 (stereo not given)	u	u	2%	u	u
7	COCc1cc(C)nc(SCc2ccc(F)cc2)c1C#N	i	-9%	-3%	0%	-20%
8	COc1ccc(-c2nn3c(-c4ccco4)nnc3s2)cc1OC	i	0%	u	0%[9.22 µM]	4%
9	Cc1nnc(NC(=O)CSc2nc3c([nH]c4ccccc43)c(=O)n2-c2cccc(Cl)c2)s1	x	-12%	x	x	x
10	O=C(COC(=O)c1ccc(F)c(S(=O)(=O)N2CCOCC2)c1)NCc1ccc(F)cc1	i	0%	-15%	1%	2%
11	CCOC(=O)C(C(=O)OCC)C(Nc1ccccc1)c1ccccc1 (stereo not given)	i	0%	9%	21µM*	-1%
12	Cc1nonc1CC(=O)NC1CCCc2c1cnn2-c1ccc(F)cc1F (stereo not given)	i	-2%	-16%	1%	0%
13	CCOC(=O)c1c(C)oc2ncnc(Nc3cc(Cl)ccc3OC)c12	i	1%	u	x	11%
14	COc1cc(CC(=O)OCC(=O)N2CC(=O)Nc3ccccc32)cc(OC)c1OC	i	-4%	-1%	-1%	x
15	C[C@H]1CN([C@@H](C)CO)C(=O)CCCn2cc(nn2)CO[C@@H]1CN(C)C(=O)Nc1ccnc(N2CCOCC2)c1	i	2%	x	x	7%

no.	A549 viability	IL1B secr inh	HepG2 viability	Nrf2 ARE act
1	5%	-5	-22%	4.2%
2	-17%	8	-8%	0.5%
3	-21%	36	-5%	-0.3%
4	x	u	x	4.7%
5	11%	x	9%	-0.3%
6	u	-25	-110%	4.6%
7	-1%	-4	-2%	-0.2%
8	-2%	x	-45%	3.6%
9	-8%	x	-29%	4.0%
10	-11%	2	-3%	0.6%
11	1%	-22	-25%	u
12	-2%	0	1%	0.5%
13	0%	x	4%	2.6%
14	1%	0	-1%	-0.3%
15	x	8	-10%	-0.1%

# (further entries)
no.	Molecule	S2 tox	TGFb SMAD3 inh	Nrf2 block	MCF10A rerep	ATXN2 expr inh
16	O=C(NCc1cccs1)c1cnc2ccccn2c1=O	i	-2%	3%	-3%	2%
17	CCCNC(=O)C(Cc1ccccc1)NC(=O)c1cccc([N+](=O)[O-])c1 (stereo not given)	i	-1%	-12%	u	-2%
18	O=C(O)C1C(c2ccccc2)C(C(=O)OCCCO)C1c1ccccc1 (stereo not given)	i	9%	1%	11%	1%
19	COc1ccc(CCN2C(=O)/C(=C\c3ccco3)SC2=S)cc1OC	u	6%	21%	13%	-5%
20	O=C(NNc1nc(-c2ccc(Cl)cc2)cs1)c1ccco1	i	u	u	u	2%
21	CCCn1ncc(CN2CCC(N3CCC(C(=O)N4CCOCC4)CC3)CC2)c1C	i	18%	-2%	5%	-6%
22	CCOC(=O)c1ccc(NC(=O)N2CCN(Cc3ccccc3)CC2)cc1	i	-5%	3%	0%	-8%
23	N#CCCn1cc(/C=N/NC(N)=S)c(-c2ccccc2)n1	i	-19%	-27%	u	-11%
24	COc1ccc(CCNC(=O)C2CCC(=O)N2CCc2ccccc2)cc1OC (stereo not given)	i	-25%	2%	1%	x
25	CCOC(=O)c1ccc(NC(=O)N2CCN(Cc3cccc(F)c3)CC2)cc1	i	7%	x	u	22%
26	Cc1cccn2c(=O)c(C(=O)NC3CC(C)CC(C)(C)C3)c(O)nc12 (stereo not given)	u	-1%	3%	u	u
27	COc1cccc(NC(=O)NCC2CCN(Cc3ccc(F)cc3)CC2)c1	i	-6%	2%	13%	x
28	CCN(CC)C(=O)CSc1nnc2sc3ccccc3n12	i	-3%	22%	4%	27%
29	CS(=O)(=O)N(CC(=O)NCC1CCCO1)c1cc(Cl)cc(Cl)c1 (stereo not given)	i	0%	-1%	-2%	-3%
30	CS(=O)(=O)c1ccc(N)cc1	i	0%	6%	23%	3%

no.	A549 viability	IL1B secr inh	HepG2 viability	Nrf2 ARE act
16	8%	-18	2%	0.1%
17	8%	-5	-7%	-0.1%
18	-5%	9	3%	0.0%
19	2%	-6	-6%	4.7%
20	u	-27	-13%	1.8%
21	3%	11	19%	-0.4%
22	11%	-8	-31%	0.0%
23	0%	7	-24%	1.6%
24	-1%	3	-14%	0.5%
25	5%	-19	-10%	0.6%
26	-7%	11	-5%	-0.3%
27	-2%	-12	-28%	-1.1%
28	23%	0	-24%	u
29	-1%	0	-4%	-0.4%
30	0%	0	-2%	-0.5%

# Another view of two compounds above:
# The line under a structure holds: S2 tox | TGFb SMAD3 inh | Nrf2 block | MCF10A rerep | ATXN2 expr inh | A549 viability | IL1B secr inh | HepG2 viability | Nrf2 ARE act
29. CS(=O)(=O)N(CC(=O)NCC1CCCO1)c1cc(Cl)cc(Cl)c1 (stereo not given)
    i | 0% | -1% | -2% | -3% | -1% | 0 | -4% | -0.4%
30. CS(=O)(=O)c1ccc(N)cc1
    i | 0% | 6% | 23% | 3% | 0% | 0 | -2% | -0.5%

# (listing goes on)
no.	Molecule	S2 tox	TGFb SMAD3 inh	Nrf2 block	MCF10A rerep	ATXN2 expr inh
31	O=c1oc2ccc(Br)cc2cc1S(=O)(=O)c1ccc(F)cc1	x	u	u	5.2µM*	u
32	CCN(CC)CCNC(=S)Nc1ccc2nc(N3CCN(C)CC3)cc(C)c2c1	u	13%	-16%	u	-18%
33	O=C(CCCCCn1nnc2ccccc2c1=O)Nc1ccccc1F	i	3%	-27%	-2%	9%
34	CCOC(=O)CSc1ncc(-c2ccccc2)nn1	i	-8%	x	-5%	1%
35	COc1ccc(-c2cc(C(F)(F)F)n3ncc(C(=O)NCC4CCCO4)c3n2)cc1OC (stereo not given)	i	-6%	-11%	u	-23%
36	CCN(CCCNC(=O)c1cc(Nc2ccc(OC)cc2OC)nc2ccccc12)c1cccc(C)c1	i	u	-5%	x	-7%
37	O=C(C(=Cc1ccc(F)cc1)C(=O)c1ccccc1)c1ccccc1	i	8.9µM*	x	x	0%
38	CN1C[C@@H]2[C@@H]3C(=O)N(Cc4ccccc4)C(=O)[C@@H]3[C@](C)(C1=O)N2C(=O)c1ccc(C(F)(F)F)cc1	i	19%	5%	8%	2%
39	COc1ccccc1NC(=O)CN1C(=O)C(C)Oc2ccccc21 (stereo not given)	i	-5%	24%	-7%	3%
40	COc1ccccc1NS(=O)(=O)c1ccc(O)c(C(=O)OCc2cccc([N+](=O)[O-])c2)c1	i	-5%	-6%	0%	2%
41	COc1ccc(C(c2nnnn2C(C)C)N2CCN(C(=O)c3ccco3)CC2)cc1 (stereo not given)	i	7%	-6%	1%	-1%
42	COc1ccc(-c2cn3cccnc3n2)cc1NC(=O)C1CC1	u	14%	14%	-2%	-6%

no.	A549 viability	IL1B secr inh	HepG2 viability	Nrf2 ARE act
31	-16%	-78*	-3%	u
32	u	-51*	-4%	0.5%
33	-7%	59	-4%	0.2%
34	14%	-16	-2%	-0.5%
35	2%	-5	-11%	2.7%
36	-12%	x	-22%	2.7%
37	x	-112*	-16%	-2.8%
38	-1%	16	5%	-1.3%
39	-13%[1.84 µM]	4	3%	-0.3%
40	1%	12	-14%	-0.5%
41	-1%	-12	0%	0.1%
42	-1%	6	-2%	-0.7%

# Reformatted: entries from further up
[41] COc1ccc(C(c2nnnn2C(C)C)N2CCN(C(=O)c3ccco3)CC2)cc1 (stereo not given)
[33] O=C(CCCCCn1nnc2ccccc2c1=O)Nc1ccccc1F
[35] COc1ccc(-c2cc(C(F)(F)F)n3ncc(C(=O)NCC4CCCO4)c3n2)cc1OC (stereo not given)
[34] CCOC(=O)CSc1ncc(-c2ccccc2)nn1
[36] CCN(CCCNC(=O)c1cc(Nc2ccc(OC)cc2OC)nc2ccccc12)c1cccc(C)c1
compound no.,41,33,35,34,36
S2 tox,i,i,i,i,i
TGFb SMAD3 inh,7%,3%,-6%,-8%,u
Nrf2 block,-6%,-27%,-11%,x,-5%
MCF10A rerep,1%,-2%,u,-5%,x
ATXN2 expr inh,-1%,9%,-23%,1%,-7%
A549 viability,-1%,-7%,2%,14%,-12%
IL1B secr inh,-12,59,-5,-16,x
HepG2 viability,0%,-4%,-11%,-2%,-22%
Nrf2 ARE act,0.1%,0.2%,2.7%,-0.5%,2.7%

# Compound activity from PubChem.
